Source: PubChem
Dicer inh: blocks human Dicer maturation of pre-miR-21 | cat-ELCCA pre-miR-21 Dicer processing, chemiluminescence; hits give high values | 6% of 47,000 active | Q9UPY3 | z-score at 25 µM; in the data active = z-score above about 3, passing the limit was not always enough;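 note: plate controls were vehicle for no effect and no enzyme for full effect; higher signal means more uncleaved substrate so more Dicer inhibition; strong numbers were not always called active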
Target sequence (Q9UPY3 whole entry, looked up): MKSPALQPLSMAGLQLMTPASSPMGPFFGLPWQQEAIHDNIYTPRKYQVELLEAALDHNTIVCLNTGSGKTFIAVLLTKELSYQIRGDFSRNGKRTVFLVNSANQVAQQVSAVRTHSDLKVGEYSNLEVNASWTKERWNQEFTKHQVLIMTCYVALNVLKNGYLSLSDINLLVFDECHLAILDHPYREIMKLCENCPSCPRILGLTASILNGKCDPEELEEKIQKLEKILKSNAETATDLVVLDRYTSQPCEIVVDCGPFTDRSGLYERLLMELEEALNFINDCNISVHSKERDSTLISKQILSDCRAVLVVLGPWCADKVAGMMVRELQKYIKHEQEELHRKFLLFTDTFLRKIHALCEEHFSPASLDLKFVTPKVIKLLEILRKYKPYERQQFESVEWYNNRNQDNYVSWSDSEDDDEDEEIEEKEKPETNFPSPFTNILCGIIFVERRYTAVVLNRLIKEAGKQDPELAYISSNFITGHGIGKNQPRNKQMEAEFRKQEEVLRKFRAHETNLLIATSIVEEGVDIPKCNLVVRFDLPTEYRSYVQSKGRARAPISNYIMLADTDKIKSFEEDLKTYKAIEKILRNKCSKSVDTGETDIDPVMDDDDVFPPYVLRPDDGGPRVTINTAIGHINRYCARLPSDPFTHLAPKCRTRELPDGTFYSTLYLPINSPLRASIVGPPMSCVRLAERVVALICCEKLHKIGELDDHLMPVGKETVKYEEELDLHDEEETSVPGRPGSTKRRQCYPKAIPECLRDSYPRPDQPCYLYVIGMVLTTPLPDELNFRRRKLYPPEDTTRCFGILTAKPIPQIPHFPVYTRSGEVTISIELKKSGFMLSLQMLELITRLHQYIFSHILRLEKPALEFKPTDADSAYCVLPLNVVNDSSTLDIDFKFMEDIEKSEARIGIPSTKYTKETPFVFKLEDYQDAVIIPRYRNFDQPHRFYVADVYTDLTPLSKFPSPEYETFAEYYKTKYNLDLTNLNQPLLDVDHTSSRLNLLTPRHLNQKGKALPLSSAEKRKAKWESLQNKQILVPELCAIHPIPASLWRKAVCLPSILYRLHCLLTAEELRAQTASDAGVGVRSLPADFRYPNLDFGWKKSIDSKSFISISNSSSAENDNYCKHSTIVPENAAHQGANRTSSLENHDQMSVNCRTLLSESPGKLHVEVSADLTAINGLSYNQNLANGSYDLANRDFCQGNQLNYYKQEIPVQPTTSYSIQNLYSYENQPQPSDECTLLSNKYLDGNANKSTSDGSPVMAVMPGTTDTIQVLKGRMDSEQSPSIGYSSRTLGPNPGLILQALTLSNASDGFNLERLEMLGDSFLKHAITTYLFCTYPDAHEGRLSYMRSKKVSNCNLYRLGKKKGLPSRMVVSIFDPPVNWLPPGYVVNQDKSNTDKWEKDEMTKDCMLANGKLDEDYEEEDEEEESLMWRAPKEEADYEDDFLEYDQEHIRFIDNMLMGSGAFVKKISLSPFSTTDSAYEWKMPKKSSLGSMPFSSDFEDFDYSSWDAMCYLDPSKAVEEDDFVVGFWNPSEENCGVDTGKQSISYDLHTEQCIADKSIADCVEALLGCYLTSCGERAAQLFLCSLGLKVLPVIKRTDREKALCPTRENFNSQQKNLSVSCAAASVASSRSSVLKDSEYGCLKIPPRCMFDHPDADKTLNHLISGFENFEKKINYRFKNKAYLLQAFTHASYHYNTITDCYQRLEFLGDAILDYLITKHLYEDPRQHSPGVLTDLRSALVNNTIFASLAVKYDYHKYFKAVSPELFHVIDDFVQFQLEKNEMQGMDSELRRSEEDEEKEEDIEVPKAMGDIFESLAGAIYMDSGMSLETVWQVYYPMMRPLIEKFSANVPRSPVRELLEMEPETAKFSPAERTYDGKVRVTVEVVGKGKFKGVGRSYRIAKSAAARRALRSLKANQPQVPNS
* marks the source's active call; other numbers are inactive results; & = joins results of further samples. Only part of the results is shown; count on the stated rates, not on these rows.

Compound | Dicer inh
O=C(c1cccs1)N1CCCN(c2ncnc3scc(-c4ccccc4)c23)CC1 | -1.58
CCOC(=O)c1c(Nc2ccc(Br)cc2C)n[nH]c1C | 0.18
O=C(NC1CCSC1=O)c1ccc(-c2ccccc2)cc1 (configuration not stated) | -1.78
c1ccc(CN2CCC(N3CCC(N4CCc5ccccc5C4)CC3)CC2)cc1 | 1.36
O=C(Nc1ccccc1)ON=C1CC2CCCC(C1)N2Cc1cccs1 | 2.56
COCCN1C(=O)C(O)=C(C(=O)c2cc3ccccc3o2)C1c1cccc(OC)c1 (configuration not stated) | -1.69
C=CCNc1oc(COc2ccccc2C)nc1C#N | 1.74
CCOC(=O)c1sc(NC(C)=O)c(C#N)c1C | -1.51
FC(F)(F)C1=CC(c2cccs2)=NCCN1 | 2.31
COC(=O)c1ccc(-n2ncnc2-c2cccc(Br)c2)cc1 | 2.31
Cc1cc(Br)c2nc(-c3cccc(C(F)(F)F)c3)oc(=O)c2c1 | -1.04
Cc1cc(C)n(C(=O)CSc2nc(-c3ccccc3)cc(C(F)(F)F)c2C#N)n1 | 1.45
N[C@@H](CS(=O)O)C(=O)O | 0.38
N#Cc1nccnc1Oc1cccc(C(F)(F)F)c1 | 1.66
CS(=O)(=O)N1N=C(c2ccccc2O)CC1c1cn(-c2ccccc2)nc1-c1ccccc1 (configuration not stated) | -0.47
COc1ccc(OC)c(S(=O)(=O)/N=C/N(C)C)c1 | 0.22
CCOC(=O)c1c(NC(=O)C2Cc3ccc(C)cc3C(=O)O2)sc2c1CCC2 (configuration not stated) | -1.85
CSC(=NC(=O)c1c(Cl)cccc1Cl)N1CCSCC1 | -0.23
COc1ccc(OC(=O)NCCc2ccccc2)cc1 | 2.27
COc1ccc(C2N3CC4(C)CN2CC(C)(C3)C4)cc1OC (configuration not stated) | 1.8
Cc1nn(-c2ccccc2)c2c1C(c1ccco1)C(C#N)=C(N)O2 (configuration not stated) | -5.87
Cc1nc([N+](=O)[O-])cn1CC(O)c1ccc2c(c1)OCCCO2 (configuration not stated) | 0.17
NC[C@H]1O[C@H](OC2[C@@H](N)C[C@@H](N)[C@H](O)[C@H]2O[C@@H]2O[C@H](CO)[C@@H](O)[C@H]2O)[C@H](N)[C@@H](O)[C@@H]1O (some centres not stated) | 0
O=C(NCC1COc2ccccc2O1)c1cc(Cl)sc1Cl (configuration not stated) | 0.6
O=C1CC(c2ccc3c(c2)OCO3)Sc2nc3ccccc3n21 (configuration not stated) | 1.73

Other records:
Compound | Dicer inh
COc1ccc(-c2csc3ncnc(Oc4cccc5cccnc45)c23)cc1 | -0.1
S=C(NCc1ccccc1Cl)Nc1cc(Cl)c(Cl)cc1Cl | 1.44
Clc1ccccc1-c1nnc(-c2ccncc2)o1 | -0.28
COc1ccc(OC)c(NC(=O)CCC(=O)O)c1 | 4.95*
Cc1ccc(C)n1-c1ccccc1N | -4.05
CC1(C)OC(=O)C(=Cc2ccc(Cl)s2)C(=O)O1 | 0.62
COc1ccc(NC(=O)c2ccc([N+](=O)[O-])o2)c(OC)c1 | 1.84
O=C1N(CN2CCCCC2)c2ccc(Br)cc2C12OCCO2 | 0.93
CC1=C(C(=O)OC(C)C)C(c2ccc(F)cc2)C2=C(CC(c3cccs3)CC2=O)N1 (configuration not stated) | 0.94
CCCc1c(C)[nH]c2nc3ccccc3n2c1=O | 0.78
CCOC(=O)c1sc(N)c(C(=O)OC)c1C | -3.94
C=CCc1ccc(OCc2ccc(C(=O)OC)cc2)c(OC)c1 | 0.92
Cc1ccsc1C1CC(=O)NC(SCC(=O)Nc2ccc(Br)cc2)=C1C#N (configuration not stated) | 1.05
COc1cccc(C2N3CCCN2CC3)c1OCc1ccccc1 (configuration not stated) | -0.03
COc1ccc(-c2cc(=O)c3c(N)nn(-c4nc5ccccc5s4)c3o2)cc1 | -1.37
O=C(NC(=S)Nc1c(Cl)cccc1Cl)c1cccc([N+](=O)[O-])c1 | 0.71
COc1ccc(Oc2c(Cl)cnn(-c3ccc(Cl)cc3)c2=O)cc1 | 1.18
Cc1oc(C(C)(C)C)cc1C(=O)NC1Cc2ccccc2C1 | -2.01
O=C(CSc1nc2cccnc2s1)NNS(=O)(=O)c1cc(C(F)(F)F)cc(C(F)(F)F)c1 | -0.69
Cc1ccc(-n2cccc2)c(NC(=O)C(c2ccccc2)C2CCCC2)c1 (configuration not stated) | -1.55
C#CCOC(=O)Nc1cc(C(F)(F)F)cnc1OC | -2.54
CC(C)OC(=O)C1C(=O)CC(C)(O)C(C(=O)OC(C)C)C1c1ccc(Cl)cc1 (configuration not stated) | 0.01
O=C(NNc1c(Cl)cccc1Cl)c1ccc(F)cc1F | -0.06
CCOC(=O)c1sc2ccc(NC(=O)c3ccccc3Cl)cc2c1C | 1.45
CC[N+](CC)(CC)CCOc1cccc(OCC[N+](CC)(CC)CC)c1OCC[N+](CC)(CC)CC | 1.81

Carrying on.
Compound | Dicer inh
C=C(C)Cn1c(NCCCN2CCOCC2)nc2c1c(=O)[nH]c(=O)n2C | -0.11
COC(=O)c1cc(-c2ccc(S(=O)(=O)N3CCOCC3)cc2)c(C(F)(F)F)s1 | -1.4
CC(C)n1c(SCc2c(F)cccc2Cl)nc2cc(Cl)ccc21 | -0.08
COC(=O)c1c(NC(=O)c2ccccc2C(=O)O)sc2c1CCC2 | 3.06*
CC(C)c1nc2sc3c(NCCCN(C)C)ncnc3c2c2c1CCCC2 | 0.29
Cn1c(SCc2nc(-c3ccccc3)no2)nnc1C1CCCCC1 | 0.97
NCCCNS(=O)(=O)c1cc(C(F)(F)F)cc(C(F)(F)F)c1 | 0.45
O=C(OCC#Cc1cc(C(F)(F)F)cc(C(F)(F)F)c1)c1ccc([N+](=O)[O-])cc1 | 1.23
O=C(/C=C(/CC(=O)c1ccc([N+](=O)[O-])cc1)c1ccccc1)c1ccccc1 | 2.27
CC(=O)c1c(C)[nH]c(-c2ccc(Cl)cc2Cl)nc1=S | -0.23
CCCCOC(=O)NS(=O)(=O)c1sc(CC(C)C)cc1-c1ccc(Cn2c(CC)nc3c(C)cc(C)nc32)cc1 | 1
CN1CCN(C(c2cccs2)N2CCN(C)CC2)CC1 | 4.62*
COc1ccccc1-c1noc(CSc2nc3ccccc3[nH]2)n1 | 0.79
CC(=O)Nc1ccc2c(c1)OCCOCCOc1cc(NC(C)=O)ccc1OCCOCCO2 | -2.34
O=S1(=O)CC=C(S(=O)(=O)c2ccccc2)C1 | -0.28
O=S(=O)(c1ccc(-c2nc(-c3ccc(Cl)cc3)cs2)cc1)N1CCOCC1 | 1.38
CCOC(=O)c1c(C)n(C)c2cc(-c3ccc(Cl)cc3)c(O)cc12 | 2.17
CC1=C(C#N)C(c2cccc(F)c2)C2=C(CC(c3ccccc3)CC2=O)N1 (configuration not stated) | -0.07
CC(C)c1ccc(N2C(=O)/C(=C/N(C)C)SC2=S)cc1 | 0.36
Cc1onc(-c2c(Cl)cccc2Cl)c1NC(=O)Nc1ccc(N(C)C)c(Cl)c1C#N | 0.25
CCOC(=O)c1cn(Cc2ccc(F)cc2)c2cc(C)nn2c1=O | 0.71
CCC(=O)N1c2ccccc2-c2nnc(SC)nc2OC1c1ccccc1 (configuration not stated) | 0.35
Cc1ccc(/C=N\Nc2nc3ccccc3nc2/C=C/c2cccs2)cc1 | 1.41
Cc1ccc(/C(O)=C2\C(=O)C(=O)N(c3ccccn3)C2c2ccc(F)cc2)cc1 (configuration not stated) | 0.39
COc1ccc(Cc2nc(-c3ccc(C)cc3)no2)cc1OC | 1.06

Four entries from above, with each value named.
> O=C(/C=C(/CC(=O)c1ccc([N+](=O)[O-])cc1)c1ccccc1)c1ccccc1
  Dicer inh = 2.27

> COC(=O)c1c(NC(=O)c2ccccc2C(=O)O)sc2c1CCC2
  Dicer inh = 3.06*

> CCOC(=O)c1cn(Cc2ccc(F)cc2)c2cc(C)nn2c1=O
  Dicer inh = 0.71

> CC(C)n1c(SCc2c(F)cccc2Cl)nc2cc(Cl)ccc21
  Dicer inh = -0.08

Additional records.
Molecule	Dicer inh
c1ccc(-c2nc3nonc3c3nc4ccccc4n23)cc1	0.36
CCn1c2ccccc2c2cc(CN3CCN(S(=O)(=O)c4ccccc4)CC3)ccc21	0.78
O=C(O)c1nccnc1C(=O)Nc1cccc2c1CCCC2	-0.09
COC(=O)c1c(N)sc2c1CCN(C)C2	-0.3
Nc1nc(-c2cccs2)cs1	-0.87
O=C(O)c1ccccc1Sc1cc(C(=O)O)c(Sc2ccccc2C(=O)O)cc1C(=O)O	-0.1
CCOC(=O)CC(=O)CSc1nc(-c2cccs2)cc(-c2ccc(Cl)cc2)c1C#N	2.08
Cc1ccc(N2C(=O)CC(N3CCN(c4ncccn4)CC3)C2=O)cc1Cl (configuration not stated)	0.28
O=C1c2oc3ccc(Br)cc3c(=O)c2C(c2cccc(O)c2)N1Cc1ccccc1 (configuration not stated)	1.2
NC12CC3CC(CC(C3)C1)C2	6.43&2.14

(next part)
Molecule	Dicer inh
COc1cccc(N2CC(=O)Nc3c(oc4nc(-c5ccccc5)cc(C)c34)C2=O)c1	-0.32
NC(=S)COc1cc(Cl)cc(Cl)c1	1.46
CN(C)/C=C/C(=O)C(c1ccccc1)c1ccccc1	1.06
CSC(SC)=C(C#N)c1ccccc1	-0.73
Clc1ccc(Oc2ccc3nnc(-c4ccccc4)n3n2)c(Cl)c1	1.12
COC(=O)c1c(C)oc2cc(Br)c(OCC(=O)c3ccc(OC)cc3)cc12	0.49
Cc1nc2c(-c3ccccc3)c(C)[nH]n2c(=O)c1Cc1ccccc1	0.4
Clc1ccc(-c2cn3c4ccccc4nc3n2CCCN2CCCC2)cc1	0.08
N=C(N)SCCN1C(=O)c2ccccc2C1=O	-0.54
N#CCC(=O)Nc1ccc(F)c(F)c1F	-1.78

(continued)
Molecule	Dicer inh
COC(=O)c1cnc(Sc2ccc(Cl)cc2)nc1C(F)(F)F	-6.1
CCOC(=O)c1sc(NC(=O)C2CCCO2)c(C(=O)OCC)c1C (configuration not stated)	-0.87
O=C(c1ccccc1)c1cccc2c1NCC2	1.29
COc1cc(OC)cc(-c2nc3ccc(Br)cc3c(=O)o2)c1	1.57
C[C@H](O)C(=O)Nc1c(I)c(C(=O)NC(CO)CO)c(I)c(C(=O)NC(CO)CO)c1I	19.3
NC(=O)COc1ccc(C2c3c(oc4ccccc4c3=O)C(=O)N2Cc2ccc3c(c2)OCO3)cc1 (configuration not stated)	-1.45
CCc1c(O)nc(SCC(=O)N2CCc3ccccc32)n(-c2ccccc2)c1=O	-1
O=C1OC(c2ccccc2)=N/C1=C\c1cc(Br)cs1	-0.16
COc1cc(C)nc(OCCNS(=O)(=O)c2cc(C)ccc2C)n1	1.34
CN(C)c1ccc(C2CC(=O)c3cnc(NCCN4CCOCC4)nc3C2)cc1 (configuration not stated)	-0.23

An excerpt of these results, as labelled records:
> COc1cc(OC)cc(-c2nc3ccc(Br)cc3c(=O)o2)c1
  Dicer inh: 1.57
> C[C@H](O)C(=O)Nc1c(I)c(C(=O)NC(CO)CO)c(I)c(C(=O)NC(CO)CO)c1I
  Dicer inh: 19.3
> O=C(c1ccccc1)c1cccc2c1NCC2
  Dicer inh: 1.29
> O=C1OC(c2ccccc2)=N/C1=C\c1cc(Br)cs1
  Dicer inh: -0.16

Remaining list, next part
Molecule	Dicer inh
Cn1ncc(Br)c1N1C(=O)c2ccccc2C1=O	-0.19
NC(=O)COc1ccc(-c2noc(COc3ccc(Br)cc3)n2)cc1	-1.26
Cc1ccc(S(=O)(=O)OS(=O)(=O)c2ccc(C)cc2)cc1	-1.04
O=[N+]([O-])c1cccnc1Oc1ccccc1F	0.09
Cc1ccc2[nH]cc(C(=O)O)c(=O)c2c1	0.54
CC(C)(C)c1ccc(C(=O)N2CCC(C(=O)c3ccccc3)CC2)cc1	-0.54
O=C(NCc1ccco1)c1cc2n(n1)C(C(F)(F)F)CC(c1ccc3c(c1)OCO3)N2 (configuration not stated)	3.79*
COc1cc(C(O)C(=O)O)ccc1O (configuration not stated)	-2.18
Cc1ccc(S(=O)(=O)NC(=O)Nc2ncccc2OCc2ccc(Cl)c(Cl)c2)cc1	-1.79
O=c1[nH]c2ccc(S(=O)(=O)N3CCOCC3)cc2[nH]c1=O	0.54

Next section.
Molecule	Dicer inh
COCCCN1C(=O)C(O)=C(C(=O)c2cc3ccccc3o2)C1c1ccc(O)c(OC)c1 (configuration not stated)	-0.85
CC1(C)CC(=O)C=C(NCCN2CCN(C(=O)Nc3ccc(Cl)cc3)CC2)C1	2.8
CCCCOC(=O)C1=C(C)NC2=C(C(=O)CCC2)C1c1ccc(C)cc1 (configuration not stated)	0.51
COc1ccc2c(c1)c(CC(=O)O)c(C)n2Cc1ccc(Cl)cc1	-0.26
Cc1cccc(-c2nc3n(n2)C(c2ccc(O)cc2)C2=C(CC(C)(C)CC2=O)N3)c1 (configuration not stated)	1.41
COC(=O)Cc1csc2ccc(C)cc12	2.17
COc1cc(S(=O)(=O)n2nnc3ccccc32)ccc1Cl	1.13
CN(C)C(=S)Oc1ccc2c(C(F)(F)F)cc(=O)oc2c1	0.63
CCOC(=O)/C(N=Nc1ccc(Cl)cc1Cl)=C(\O)CSc1ccc(C(F)(F)F)cn1	1.09
CC1CCN=C(N)S1 (configuration not stated)	1.14

Later entries.
Molecule	Dicer inh
ClC1=C(COc2ccc(Cl)cc2Cl)CSc2ccc(Cl)cc21	1.71
C#CCSc1ncc(-c2ccc(Cl)cc2)[nH]1	1.24
CCCN=c1ssc(=O)n1CCC	1.54
O=c1[nH]nc(-c2ccc(F)cc2)cc1Cc1cn(Cc2ccccc2)c2ccc([N+](=O)[O-])cc12	0.07
CC1CCN(C(=O)CCSc2nc(-c3ccco3)cc(C(F)(F)F)n2)CC1	0.51
COC(=O)c1cc(-c2c[nH]c3ccccc23)n[nH]1	0.91
O=C(Nc1cc(Cl)cc(Cl)c1)Nc1csc(-c2ccc(C(F)(F)F)cc2)n1	-1.16

A portion of the results above:
Molecule	Dicer inh
O=C(c1cccs1)N1CCCN(c2ncnc3scc(-c4ccccc4)c23)CC1	-1.58
CCOC(=O)c1c(Nc2ccc(Br)cc2C)n[nH]c1C	0.18
